Screening results: PubChem, National Center for Advancing Translational Sciences (NCATS)
TrxR1 substrate – is turned over as a substrate by rat TrxR1; O89049; purified TrxR1 substrate turnover, NADPH consumption readout; Potency, µM (series often up to 114 µM), for the others: at the highest dose activity change, negative = substrate turnover; 390,000 compounds, 0.01% hits; note: % is set by controls: 0 for no effect and ±100 for the full control effect; nearly all actives have a fitted effect of over 50% in size
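Rat TrxR1, dispensed at 90 nM, was prereduced with 400 uM NADPH (final) for 5 min at ~22 deg C, then incubated with compound 15 min before 400 uM selenite. A first-read NADPH fluorescence drop versus no-compound background flagged substrates.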
rTrxR1 inhibitor – inhibitors of rat thioredoxin reductase 1 | O89049 | recombinant rTrxR1, NADPH fluorescence consumption, selenite substrate | Potency, µM (titrated, usually from 114 µM), for inactives: at the top dose activity change, negative = inhibition, actives largely listed as inhibitors | 390,000 compounds, 1% hits; note: % is set by controls: 0 for no effect and ±100 for the full control effect; nearly all actives have a fitted effect of over 65% in size
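Rat TrxR1 (90 nM in the dispensed reagent) was pre-reduced with 400 uM NADPH for 5 min at room temperature, then incubated with compound for 15 min. After 400 uM selenite was added, NADPH fluorescence (Ex 340/Em 450 nm) was followed for 8 min.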
Vif-APOBEC3G blk – inhibitors of Vif-APOBEC3G interaction | 410,000 compounds, 0.076% hits | Q9HC16 | HeLa A3G-eYFP + Vif (tagged APOBEC3G with the HIV-1 protein that degrades it), YFP fluorescence, overnight | Potency, µM (top dose mostly 46.1 µM), without a hit: at the highest dose activity, negative = active, actives largely listed as inhibitors;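 note: % is set by controls: 0 for no effect and ±100 for the full control effect; nearly all actives have a fitted effect of over 60% in size; hits raise eYFP signal because A3G escapes Vif-driven loss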
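HeLa cells stably expressing Vif and C-terminally eYFP-tagged A3G, seeded overnight at 37 deg C, then exposed to compound by pintool overnight at 37 deg C. Rise in yellow fluorescence (Ex 488/Em 500-530, Acumen) marks blocked Vif-driven A3G degradation.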
RXFP1 agonist – RXFP1 (human) receptor agonism | Q9HBX9 | HEK293T-RXFP1 cAMP TR-FRET, 30 min; response scale: percent of porcine relaxin response, buffer zero | Potency, µM (doses to about 57.5 µM), for inactives: at the top dose activation, actives largely listed as activators | 370,000 compounds, 0.3% hits; note: % is set by controls: 0 for no effect and ±100 for the full control effect; nearly all actives have a fitted effect of over 60% in size; many of its hits are not listed in these tables
Target sequence (Q9HBX9 whole entry, looked up): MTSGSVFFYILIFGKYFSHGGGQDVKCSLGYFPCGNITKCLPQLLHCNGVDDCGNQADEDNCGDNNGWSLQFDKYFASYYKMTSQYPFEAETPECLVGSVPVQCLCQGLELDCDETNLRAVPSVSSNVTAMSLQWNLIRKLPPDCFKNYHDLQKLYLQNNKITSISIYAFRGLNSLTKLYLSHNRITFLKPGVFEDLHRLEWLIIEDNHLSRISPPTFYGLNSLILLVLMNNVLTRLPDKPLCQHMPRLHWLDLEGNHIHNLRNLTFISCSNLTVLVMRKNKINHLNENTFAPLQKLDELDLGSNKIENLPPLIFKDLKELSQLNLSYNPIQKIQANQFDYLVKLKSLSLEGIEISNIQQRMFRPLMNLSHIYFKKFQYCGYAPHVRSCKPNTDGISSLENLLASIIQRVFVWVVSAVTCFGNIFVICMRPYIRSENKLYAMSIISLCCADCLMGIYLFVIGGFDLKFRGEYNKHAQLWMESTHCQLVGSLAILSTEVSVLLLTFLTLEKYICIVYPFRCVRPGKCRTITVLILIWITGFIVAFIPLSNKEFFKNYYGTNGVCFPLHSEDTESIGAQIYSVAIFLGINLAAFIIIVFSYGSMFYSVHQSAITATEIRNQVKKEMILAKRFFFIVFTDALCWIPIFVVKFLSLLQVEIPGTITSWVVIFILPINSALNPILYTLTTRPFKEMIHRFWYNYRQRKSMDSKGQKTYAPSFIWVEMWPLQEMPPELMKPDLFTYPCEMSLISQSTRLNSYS
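cAMP rise read by TR-FRET after 30 min, 37C compound exposure (up to 58 uM) in RXFP1-transfected HEK293 cells with Ro 20174 present. EC50 from Hill-equation fits, with 29 nM porcine relaxin as 100% and buffer as basal.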
RGS4 inhibitor – blocks human RGS4-accelerated GTP hydrolysis; Potency, µM (highest dose often 114 µM), inactives show top-dose activity change, negative = inhibition, most hits filed as inhibitors; P49798; AID 504845; 390,000 compounds, 0.039% hits; Transcreener GDP fluorescence polarization, RGS4-accelerated GTP hydrolysis; note: % is set by controls: 0 for no effect and ±100 for the full control effect; nearly all actives have a fitted effect of over 75% in size; some results filed as inactive show a strong effect at the top dose
Target sequence (P49798 whole entry, looked up): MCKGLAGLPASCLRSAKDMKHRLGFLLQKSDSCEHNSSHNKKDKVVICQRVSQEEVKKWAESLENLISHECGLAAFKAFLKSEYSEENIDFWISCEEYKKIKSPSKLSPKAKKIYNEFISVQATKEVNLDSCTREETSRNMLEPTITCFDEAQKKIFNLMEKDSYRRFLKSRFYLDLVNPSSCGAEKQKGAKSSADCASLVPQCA
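MLSMR compounds (23 nl, pin-transferred) preincubated 10 min at room temperature with a 500nM (2x) first reagent, then RGS4 at 900nM (2x) plus Transcreener GDP mix added; fluorescence polarization (620/688 nm) read before and after 90 min at 30 °C.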
IDH1 R132H inh – blocks human mutant IDH1 R132H enzyme; O75874; IDH1-R132H enzyme, NADPH consumption, diaphorase/resazurin fluorescence; Potency, µM (highest dose often 76.6 µM), inactives show at the highest dose activity change, negative = inhibition, usual class: inhibitors; 390,000 compounds, 0.093% hits; AID 602179; note: % is set by controls: 0 for no effect and ±100 for the full control effect; nearly all actives have a fitted effect of over 65% in size
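IDH1-R132H (0.5 ug/mL dispensed) in pH 7.5 Tris buffer was preincubated 30 min with compound, then given a substrate mix of 0.016 mM NADPH and 2 mM alpha-KG for 80 min at room temperature; remaining NADPH was read by diaphorase/resazurin fluorescence.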
Vif-APOBEC3F blk – inhibitors of Vif-A3F interaction; HeLa A3F-eYFP + Vif (tagged APOBEC3F with the HIV-1 protein that degrades it), YFP fluorescence increase; 390,000 compounds, 0.2% hits; Potency, µM (titrated, usually from 46.1 µM), for inactives: top-dose activity, negative = active; AID 602313; note: % of control where 0% means no effect; nearly all actives have a fitted effect of over 65% in size
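Fluorescence increase (Ex 488/Em 500-530) after overnight compound treatment at 37 deg C flags inhibition of Vif-driven A3F-eYFP loss in stable HeLa A3F-eYFP/Vif cells seeded overnight beforehand.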
ALOX12 inh – blocks human arachidonate 12S-lipoxygenase; P18054; purified 12hLO, xylenol orange hydroperoxide absorbance; Potency, µM (series often up to 108 µM), without a hit: at the highest dose activity change, negative = inhibition, hits mostly inhibitors; 580,000 compounds, 1.1% hits; AID 1671190; note: % is set by controls: 0 for no effect and ±100 for the full control effect
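Purified human 12hLO at 150 nM in 25 mM Hepes, 0.01% Triton X-100, pH 7.0, preincubated 15 min at room temperature with compound. Reaction started with 40 uM arachidonic acid, 30 min at room temperature. Hydroperoxide measured by Fe-xylenol orange, 573/405 nm absorbance ratio.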
USP1 inh – USP1/UAF1 (human) deubiquitinase inhibition. AID 743255. O94782. 390,000 compounds, 0.23% hits. Potency, µM (series often up to 57.1 µM), for inactives: at the top dose activity change, negative = inhibition, hits mostly inhibitors. recombinant USP1/UAF1, Ub-Rhodamine cleavage fluorescence; note: % is set by controls: 0 for no effect and ±100 for the full control effect; nearly all actives have a fitted effect of over 60% in size; inactives centre near -12
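USP1/UAF1 complex (1 nM) preincubated 15 min at room temperature with compound, then Ub-Rho substrate (150 nM final) added. Kinetic fluorescence at 480/540 nm over 6 reads at 60 s intervals; 50 mM HEPES pH 7.8, 0.5 mM EDTA, 0.1 mg/ml BSA, 1 mM TCEP, 0.01% Tween-20.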
An asterisk follows results filed as active; ? = inconclusive; / = not tested or not shown; & = joins results of further samples; [ ] = dose if it differs, or a comment. Calls come from the whole dose curve; as a rule, active = well fitted curve in the direction sought with a large enough effect; inconclusive = small, poorly fitted or top-dose-only effect, or another doubt; inactive = no such curve, though single readings can be large; an effect the other way counts as inactive or inconclusive. Potency is the fitted concentration of half-maximal effect. These rows are one share of the data; rates above refer to the full screens.

SMILES	TrxR1 substrate	rTrxR1 inhibitor	Vif-APOBEC3G blk	RXFP1 agonist	RGS4 inhibitor	IDH1 R132H inh	Vif-APOBEC3F blk	ALOX12 inh	USP1 inh
CN(C)CC(O)COc1cc2ccccc2cc1C(=O)N1CCCCC1 (stereo not given)	4%[0.457 µM]	-8%	-2%	0.6%	1%	5%	9%	-2%	-22%
COc1cccc(Cn2c(-c3cccs3)noc2=O)c1	18%[57.1 µM]	18%	2%	2.3%	21%	9%	-1%	17%	-11%
CCN1C(=O)C(C)S/C1=N\S(=O)(=O)c1ccc(Cl)s1 (stereo not given)	4%[57.1 µM]	6%[57.1 µM]	1%	-0.3%	-22%	1%	-4%	21%	-10%
Oc1c(Cl)cc(Cl)cc1C=Nc1cc(C(F)(F)F)ccc1N1CCc2ccccc2C1	12%[57.1 µM]	-6%[2.29 µM]	-6%	-0.6%	-5%	19%	-2%	?	-24%
O=C(CSc1c2c(nc3ccc(Cl)cc13)CCCC2)NCc1ccccc1Cl	-8%	0%	0%	8.0%	6%	-1%	-10%	-9%	21%
O=S(=O)(Nc1ncccn1)c1ccc(NC(=S)NCc2ccco2)cc1	11%	27%[57.1 µM]	1%	1.5%	-26%	-4%	-28%	-5%	-18%
Nc1c(C(=O)c2ccc(Br)s2)oc2ccccc12	-1%	7%	-10%	0.2%	-20%	-8%	-6%	0%	-16%
Cc1ccc(NS(=O)(=O)c2ccc3c(c2)NC(=O)CCS3)cc1C	4%&-2%	22%&-1%	-10%&-14%	-0.6%&-6.2%	-25%&-6%	2%&6%	14%&0%	-15%&-18%	-23%&-26%
C=CCn1c(SCC(=O)Nc2nnc(CC)s2)nnc1-c1ccncc1	2%	26%	-4%	2.2%	4%	0%	5%	-11%	-10%
CC(=O)c1cccc(S(=O)(=O)N2CCCC(c3nc4c(nnn4Cc4cccc(Cl)c4)c(=O)[nH]3)C2)c1 (stereo not given)	-2%	5%[0.457 µM]	1%	-0.4%	5%	?	-1%	-18%	2%

Two compounds picked at random from those above:
SMILES	TrxR1 substrate	rTrxR1 inhibitor	Vif-APOBEC3G blk	RXFP1 agonist	RGS4 inhibitor	IDH1 R132H inh	Vif-APOBEC3F blk	ALOX12 inh	USP1 inh
Cc1ccc(NS(=O)(=O)c2ccc3c(c2)NC(=O)CCS3)cc1C	4%&-2%	22%&-1%	-10%&-14%	-0.6%&-6.2%	-25%&-6%	2%&6%	14%&0%	-15%&-18%	-23%&-26%
O=S(=O)(Nc1ncccn1)c1ccc(NC(=S)NCc2ccco2)cc1	11%	27%[57.1 µM]	1%	1.5%	-26%	-4%	-28%	-5%	-18%

Continued.
SMILES	TrxR1 substrate	rTrxR1 inhibitor	Vif-APOBEC3G blk	RXFP1 agonist	RGS4 inhibitor	IDH1 R132H inh	Vif-APOBEC3F blk	ALOX12 inh	USP1 inh
O=c1cc(O)c(-c2ccccc2)c(Cl)[nH]1	0%	8%	1%	-3.0%	-5%	0%	-1%	0%	-12%
COc1ccc(-c2cn(Cc3ccc(C(N)=O)cc3)c(CCN)n2)cc1	7%[57.1 µM]	18%	-4%	1.8%	4%	-2%	-5%	24%	-17%
Cc1nnsc1C(=O)N1CCCC(Nc2ccc(F)c(F)c2)C1 (stereo not given)	4%[57.1 µM]	10%[57.1 µM]	2%	-1.4%	-4%[56.9 µM]	0%	4%	0%	-11%
CC(C)(C)OC(=O)C[C@@H]1C/C=C\C[C@@H](CC(=O)N[C@H](CO)Cc2ccccc2)C(=O)NCCOC1=O	-4%	4%	-3%	/	-7%	-12%	-1%	0%	-21%
C=CSc1sc(Cl)c(N2CCOCC2)c1[N+](=O)[O-]	3%[57.1 µM]	-9%[57.1 µM]	?	-2.7%	3%	-5%	11%	-11%	0%
c1ccc(CSc2ncnc3ccccc23)cc1	-6%	-3%	0%	6.9%	-15%	1%	6%	-14%	-22%
Cc1ccnc2nc(C(=O)OCC(=O)N(CC(C)C)C3CCS(=O)(=O)C3)nn12 (stereo not given)	0%	21%	-3%	5.1%	10%	2%	-3%	?	-21%
COCCC(=O)N1CCC(Oc2ccc(C(=O)N(C)Cc3cc(C)no3)cc2)CC1	0%	-4%	1%	-2.9%	-6%	3%	2%	0%	-17%
Cc1ccccc1CSc1nc2n(n1)C(c1cccs1)C1=C(CCCC1=O)N2 (stereo not given)	8%[57.1 µM]	13%[57.1 µM]	-18%	-0.1%	5%[11.4 µM]	2%	0%	0%	-1%
COc1cc(/C=C2\C(=O)ON=C2c2ccccc2)cc(Cl)c1O	4%[57.1 µM]	16µM*	3%	1.3%	-25%	-3%	-22%	?	-14%
COc1ccc(Br)cc1S(=O)(=O)N1CCN=C1C	0%	8%	-1%	1.0%	26%	-2%	-11%	11%	-5%
CC(=O)Oc1ccc2c(c1)OC(c1ccccc1)CC21CC(C)(C)NC(=S)N1 (stereo not given)	-7%	-9%	-2%	1.2%	-30%	12%	-6%	?	0%
CC(C#N)Sc1nnc(-c2ccccc2F)n1C1CC1 (stereo not given)	10%	21%	1%	-3.6%	-1%	12%	2%	-25%	?
O=C(CCl)NC(Cc1c[nH]c2ccc(OCc3ccccc3)cc12)C(=O)O (stereo not given)	-1%	10%	2%	3.8%	7%	1%	-11%	?	1%
COc1ccc2c3c(c(=O)oc2c1OCC(N)=O)CCCC3	89%[activator]	-16%	-21%	2.6%	4%	4%	1%	0%	-8%
C/C(=N\O)c1ccn(S(=O)(=O)c2ccc(Cl)cc2)c1	5%	31%	0%	1.1%	?	12%	5%	47%[activator]	-16%
Cc1ccc2c(c1)[nH]c1c(=O)n(CCCN3CCOCC3)cnc12	15%[57.1 µM]	12%[57.1 µM]	-9%	1.4%	-35%	2%	5%	0%	-10%
CCOc1ccc(NC(=O)c2ccc(NCC(=O)N3CCCCCC3)cc2)cc1	-6%	4%	3%	0.3%	10%[56.9 µM]	-12%	2%	-24%	-12%
CC(=O)Nc1ncc(Cc2cc(Cl)ccc2Cl)s1	4%	22%	-18%	2.4%	-8%	5%	-9%	-3%	-25%
CSc1ccc(/C=N/N2CCN(Cc3ccccc3Cl)CC2)cc1	-7%	17%[57.1 µM]	0%	0.0%	-5%	1%	1%	-1%	-20%

Full records from above. Order of screens: TrxR1 substrate | rTrxR1 inhibitor | Vif-APOBEC3G blk | RXFP1 agonist | RGS4 inhibitor | IDH1 R132H inh | Vif-APOBEC3F blk | ALOX12 inh | USP1 inh
Profile of `COc1ccc(Br)cc1S(=O)(=O)N1CCN=C1C` = 0% | 8% | -1% | 1.0% | 26% | -2% | -11% | 11% | -5%
Profile of `CC(=O)Oc1ccc2c(c1)OC(c1ccccc1)CC21CC(C)(C)NC(=S)N1` (stereo not given) = -7% | -9% | -2% | 1.2% | -30% | 12% | -6% | ? | 0%
Profile of `C/C(=N\O)c1ccn(S(=O)(=O)c2ccc(Cl)cc2)c1` = 5% | 31% | 0% | 1.1% | ? | 12% | 5% | 47%[activator] | -16%
Profile of `COc1ccc2c3c(c(=O)oc2c1OCC(N)=O)CCCC3` = 89%[activator] | -16% | -21% | 2.6% | 4% | 4% | 1% | 0% | -8%
Profile of `CCOc1ccc(NC(=O)c2ccc(NCC(=O)N3CCCCCC3)cc2)cc1` = -6% | 4% | 3% | 0.3% | 10%[56.9 µM] | -12% | 2% | -24% | -12%

(next part)
SMILES	TrxR1 substrate	rTrxR1 inhibitor	Vif-APOBEC3G blk	RXFP1 agonist	RGS4 inhibitor	IDH1 R132H inh	Vif-APOBEC3F blk	ALOX12 inh	USP1 inh
COc1ccccc1NC(=O)C(Sc1ccccc1)c1ccccc1 (stereo not given)	-1%	10%	-3%	2.3%	-6%	9%	8%	-1%	-15%
CN(C)c1ncc(S(=O)(=O)c2ccc(Cl)cc2)c(-c2ccccc2)n1	-7%	-6%	2%	2.7%	-29%	10%	-2%	-20%	-18%
CCC12CCCN3CCC4(C(=C(C(=O)OC)C1)Nc1ccccc14)C32 (stereo not given)	0%	-20%	1%	0.0%	-40%	4%	-4%	?	-12%
Fc1ccc(Nc2c(-c3ccccn3)nc3ccc(Cl)cn23)cc1	8%[2.29 µM]	9%	1%	0.7%	-1%	0%	1%	0%	?
CC(=O)C1=C(O)C(=O)N(C2CCCCC2)C1c1ccccc1 (stereo not given)	4%	?	2%	2.0%	-25%	10%	-14%	?	-26%
CN(C)c1ccc(/C=N/NC(=O)COc2ccccc2)cc1	32%[activator]	-8%	2%	3.0%	-4%	-15%	12%	40%[activator]	-21%
O=C(C1=COCCO1)N1CCN(C(c2ccccc2)c2ccccc2)CC1	1%	-14%	0%	-1.9%	-1%	-2%	8%	0%	0%
Nc1nc(COC(=O)C2CCN(C(=O)c3ccc(Cl)cc3)CC2)nc(Nc2ccccc2)n1	1%	18%	4%	-1.5%	-12%	3%	8%	1%	-20%
CCc1ccccc1NC(=O)NCc1ccccn1	4%	16%	-1%	-0.6%	5%	-2%	-3%	-12%	-20%
